SUMO1 PPI mod – modulators of SUMO1 protein-protein interactions, primary screen, biochemical, uHTS; 0.33% of 360,000 active; inhibition, % at 20 µM; SUMO1 binding to a labelled peptide, TR-FRET, 1 h; Small ubiquitin-related modifier 1 (Homo sapiens), P63165; in the data active = inhibition above about 37%
Target sequence (P63165 whole entry, looked up): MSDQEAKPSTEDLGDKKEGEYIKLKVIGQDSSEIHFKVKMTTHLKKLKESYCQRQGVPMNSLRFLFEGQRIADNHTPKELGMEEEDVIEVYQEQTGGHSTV
CendR NRP1 mod – modulators of CendR peptide binding to NRP-1, primary screen, biochemical, fluorescence polarization, uHTS | Neuropilin-1 (Homo sapiens), O14786 | FAM-RPARPAR peptide binding to NRP-1 | inhibition, % at 25 µM | 0.85% of 360,000 active | AID 602438, 2012;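 active = inhibition or corrected inhibition above about 18%, plus a signal ratio from 0.5 to 1.5, limit read from the data, passing the limit was not always enough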; also: strong numbers were not always called active
STEP inh – STEP phosphatase inhibitors, primary screen, biochemical, fluorescence intensity, uHTS; inhibition, % at 20 µM; AID 588621, 2011; Tyrosine-protein phosphatase non-receptor type 5 (Homo sapiens), P54829; recombinant STEP, OMFP fluorogenic substrate; 0.25% of 360,000 active;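 active = inhibition at 20 µM, scaled per plate between control wells, above about 37%, limit read from the data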;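 also: 0% = DMSO with enzyme and substrate and 100% = substrate only without enzyme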
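System: STEP (striatal-enriched tyrosine phosphatase) enzyme, cell-free; medium: Bis-Tris pH 6.0 buffer with DTT, detergent; dosing: 20 µM, 1% DMSO; times: reaction 20 min, ambient temperature; detection: fluorescence, 480/540 nm; read-out basis: normalized % inhibition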
TbMetRS inhib – T. brucei MetRS inhibitors, primary screen, biochemical, luminescence; purified T. brucei MetRS, ATP depletion, Kinase-Glo luminescence; inhibition, % at 11.9 µM; 0.4% of 360,000 active;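 active = inhibition above a per-plate cutoff of the control wells' mean inhibition plus 3 SD, cut at about 5.5% in these data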;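 also: 0% = DMSO wells median and 100% = median of wells with control inhibitor compound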
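Dosing: 11.9 µM compound single dose, 0.9% DMSO; Assay system: purified T. brucei MetRS enzyme; Measured by: Kinase-Glo luciferase luminescence reporting remaining unconsumed ATP; Schedule: 15 min plus 2 h at 25 °C.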
Neddyl block – inhibitors of cullin neddylation, primary screen, biochemical, TR-FRET, uHTS, NAE and Ubc12; NEDD8-conjugating enzyme Ubc12 (Homo sapiens) + NEDD8-activating enzyme E1 regulatory …; calls only at 25 µM; 0.58% of 360,000 active; AID 651699, 2012; in the data active = inhibition above about 36%
Target sequence (P61081 whole entry, looked up): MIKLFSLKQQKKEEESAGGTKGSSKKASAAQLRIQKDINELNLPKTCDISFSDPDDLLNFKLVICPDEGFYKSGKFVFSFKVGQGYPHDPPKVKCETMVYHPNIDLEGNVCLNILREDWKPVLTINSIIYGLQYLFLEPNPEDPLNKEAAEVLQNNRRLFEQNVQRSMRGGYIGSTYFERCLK
Target sequence (Q13564 whole entry, looked up): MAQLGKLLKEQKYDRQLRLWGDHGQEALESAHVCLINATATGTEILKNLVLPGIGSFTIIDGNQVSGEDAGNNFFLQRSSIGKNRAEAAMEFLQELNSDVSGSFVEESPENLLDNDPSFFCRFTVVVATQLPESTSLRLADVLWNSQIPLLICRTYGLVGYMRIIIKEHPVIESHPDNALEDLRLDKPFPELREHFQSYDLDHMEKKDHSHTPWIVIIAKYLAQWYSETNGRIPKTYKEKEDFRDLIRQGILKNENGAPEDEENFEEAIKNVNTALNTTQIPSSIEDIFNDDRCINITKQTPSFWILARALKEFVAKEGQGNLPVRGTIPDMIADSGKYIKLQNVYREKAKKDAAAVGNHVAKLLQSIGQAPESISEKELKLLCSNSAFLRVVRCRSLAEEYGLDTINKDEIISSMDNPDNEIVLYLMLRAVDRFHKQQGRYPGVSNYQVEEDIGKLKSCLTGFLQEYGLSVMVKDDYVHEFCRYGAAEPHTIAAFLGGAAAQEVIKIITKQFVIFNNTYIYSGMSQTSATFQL
SKN-1 block – suppressors of acrylamide-induced Pgst-4::GFP reporter in worms, primary screen, SKN-1 inhibitor project, whole organism, uHTS, GFP/RFP fluorescence ratio, strain VP596 | C. elegans VP596 Pgst-4::GFP/RFP ratio, 24 h | AID 624304, 2012 | 0.49% of 360,000 active | inhibition, % at 21.8 µM;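 active = interference check ratio from 0.5 to 1.5 plus GFP to RFP signal ratio inhibition reaching or exceeding a fixed threshold, cut at about 30% in these data, passing the limit was not always enough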; also: some compounds called inactive have numbers as strong as hits
DNMT1 inh – human DNMT1 methyltransferase inhibitors, primary screen, biochemical, molecular beacon, fluorescence, HinP1I cleavage, uHTS; DNA (cytosine-5)-methyltransferase 1 (Homo sapiens), P26358; inhibition (reported as % activation of signal), % at 10 µM; 0.83% of 360,000 active; AID 588458, 2011; in the data active = inhibition above about 50%
LMPTP inh – LMPTP phosphatase inhibitors, primary screen, biochemical, fluorescence intensity, uHTS | recombinant LMPTP-A, OMFP fluorogenic substrate | 0.22% of 360,000 active | inhibition, % at 20 µM | Low molecular weight phosphotyrosine protein phosphatase (Homo sapiens), P24666;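 active = compounds that cut the enzyme signal by at least half of the control window in the single-dose screen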;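 also: plate controls were DMSO wells with enzyme plus substrate for no effect and substrate without enzyme for full effect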
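Assay system: LMPTP-A enzyme. Input: 0.625 nM LMPTP-A final. Probe or stimulus: 400 µM OMFP. Compound dosing: single 20 µM dose. Schedule: 50 min dark incubation at room temperature. Detection: fluorescence intensity of OMFP turnover product. Read-out: percent inhibition versus substrate-only and uninhibited controls. Benchmarks: no-enzyme low control, uninhibited high control.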
Scp-1 inhibitor – Scp-1 phosphatase inhibitors, primary screen, biochemical, colorimetric, uHTS | inhibition, % at 20 µM | Recombinant Scp1, phosphopeptide, malachite green phosphate absorbance | 0.88% of 340,000 active | Carboxy-terminal domain RNA polymerase II polypeptide A small phosphatase 1 (Homo …;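 active = inhibition above about 50% at 20 µM, limit read from the data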;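 also: plate controls were DMSO wells with enzyme for no effect and wells lacking enzyme for full effect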
Target sequence (Q9GZU7 76-261 limits assumed): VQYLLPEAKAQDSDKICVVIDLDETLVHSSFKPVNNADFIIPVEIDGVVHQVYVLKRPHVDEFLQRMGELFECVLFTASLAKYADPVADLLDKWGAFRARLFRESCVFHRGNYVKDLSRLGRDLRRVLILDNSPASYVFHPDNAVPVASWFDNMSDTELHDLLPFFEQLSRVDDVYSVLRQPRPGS
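Test system: SCP-1 phosphatase catalytic domain, residues 76-261; measured by: colorimetric phosphate reagent with accelerator and stabiliser, absorbance at 630 nm; timing: enzyme reaction 45 min at room temperature, colour 5 min, stabilisation 30 min; also added: Phosphorylated 17-residue peptide substrate; compound dosing: one concentration, 20 µM, with 1.0% DMSO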
NadD block – inhibitors of S. aureus NadD, primary screen, biochemical, colorimetric, uHTS; 0.78% of 360,000 active; Nicotinate-nucleotide adenylyltransferase NadD (Staphylococcus aureus N315); inhibition, % at 20 µM; purified NadD enzyme, colorimetric absorbance read-out; AID 602399, 2012; in the data active = inhibition above about 26%; also: some compounds past the cut are filed as inactive
* marks the source's active call; other numbers are inactive results; i = inactive; · = no result given; + = active, no number.

1) O=C(CSc1nnc(Nc2ccccc2)s1)Nc1cccc(S(=O)(=O)N2CCCCC2)c1
2) C#CCOCCOCCOCCNc1nc(N2CCOCC2)nc(N2CCN(C(=O)[C@H](Cc3cc4ccccc4[nH]3)n3cc([C@@H](N)CC(C)C)nn3)CC2)n1
3) CCn1c(Cc2ccc(OC)cc2)nnc1SCC(=O)N1CCN(c2ccccc2)CC1
4) COc1ccc(C(=O)c2ccccc2O)c(O)c1
5) CSc1ccc(N=Nc2c(C)[nH]n(C)c2=O)cc1
6) CN=C(c1ccccc1)c1c(C)cccc1C
7) Cc1ccsc1C(=O)C1CCCN(Cc2cc(F)ccc2-n2cccn2)C1 (stereo unspecified)
8) CCn1ccnc1CN1CCC(n2nccc2NC(=O)c2ccccc2OC)CC1

Assay by compound	1	2	3	4	5	6	7	8
STEP inh	-5	1	0	-1	1	-4	-2	2
Scp-1 inhibitor	5	2	-5	-9	-4	-7	6	-5
TbMetRS inhib	0.2	-0.1	-0.3	-1.4	-0.3	0.0	-1.4	-0.3
LMPTP inh	0.9	0.2	-0.4	-0.3	2.3	-1.6	0.2	-1.8
DNMT1 inh	-10	-11	-2	-6	-5	1	3	1
CendR NRP1 mod	2	-5	-7	-5	-2	2	4	-12
Neddyl block	i	i	i	i	i	i	i	i
SUMO1 PPI mod	-1	-16	-3	1	-50	2	-6	7
NadD block	7	6	7	-5	4	-1	3	1
SKN-1 block	-3	16	-3	-8	20	3	-3	1

9) CN1CCCN(C(=O)CC(c2ccccc2)c2ccccc2)CC1
10) O=C(CN1C(=O)/C(=C\c2cccs2)SC1=S)Nc1cccc(C(=O)O)c1
11) COc1ccc(-c2cc(C(F)(F)F)n3nc(C(=O)N(C)Cc4ccccc4)cc3n2)cc1OC
12) Cc1ccc(-c2noc(CSc3nnc(CCc4ccccc4)n3-c3ccccc3)n2)cc1
13) COc1cc(C=c2c3ccccc3n3c2cc(-c2ccccc2)[n+]3C)cc(OC)c1OC
14) COc1cccc(C(=O)C2CCCN(Cc3cccc(-n4nc(C)cc4C)c3)C2)c1 (stereo unspecified)
15) CCN1CCN(S(=O)(=O)c2ccc(OC)c(NC(=O)c3ccccc3)c2)CC1
16) CC(C)[C@H](NC(=O)Nc1ccc(S(N)(=O)=O)cc1)C(=O)O

Assay by compound	9	10	11	12	13	14	15	16
STEP inh	-6	-1	12	1	4	3	0	-3
Scp-1 inhibitor	-7	-11	-15	9	10	-5	-8	5
TbMetRS inhib	-0.6	0.3	-0.1	-1.2	-0.1	-0.6	-0.2	-0.1
LMPTP inh	-0.3	-0.5	3.7	6.1	8.5	-2.1	0.2	0.5
DNMT1 inh	8	-2	0	-12	18	-1	2	-2
CendR NRP1 mod	-3	-14	22	-12	-37	0	8	4
Neddyl block	i	i	i	i	·	i	i	i
SUMO1 PPI mod	4	-14	-8	-2	-17	-2	-1	3
NadD block	-2	6	-12	2	4	-2	-2	-4
SKN-1 block	3	6	8	-3	70	10	8	8

Profiles, quoted from the list. Order of values: STEP inh, Scp-1 inhibitor, TbMetRS inhib, LMPTP inh, DNMT1 inh, CendR NRP1 mod, Neddyl block, SUMO1 PPI mod, NadD block, SKN-1 block
COc1cccc(C(=O)C2CCCN(Cc3cccc(-n4nc(C)cc4C)c3)C2)c1 (stereo unspecified) in the list: 3, -5, -0.6, -2.1, -1, 0, i, -2, -2, 10
COc1cc(C=c2c3ccccc3n3c2cc(-c2ccccc2)[n+]3C)cc(OC)c1OC in the list: 4, 10, -0.1, 8.5, 18, -37, ·, -17, 4, 70

More records follow.
17) N/C(=N\OC(=O)c1ccc2ccccc2c1)c1cccc([N+](=O)[O-])c1
18) O=C(NC1CCCCC1)c1cc(-c2ccc(Cl)cc2)on1
19) CN1C(=O)C(CC#N)(C2(CC#N)C(=O)N(C)c3ccccc32)c2ccccc21 (stereo unspecified)
20) CCOc1ccc(/C=C/C(=O)N(CC)CC(=O)Nc2c(F)cccc2F)cc1OC
21) O=C(Nn1c(=O)[nH]c2ccccc2c1=O)c1ccco1
22) O=C(NC1CCCCCC1)C1c2ccccc2C(=O)N1C1CC1 (stereo unspecified)
23) Cn1c(=N)n(CC(O)c2ccccc2)c2ccccc21 (stereo unspecified)
24) Cc1cc(=O)c2c([nH]1)c(C)cc1[nH]c(C)c(C)c12

Assay by compound	17	18	19	20	21	22	23	24
STEP inh	-2	1	2	0	-4	0	0	-4
Scp-1 inhibitor	9	-5	0	·	-2	-2	-3	-2
TbMetRS inhib	0.0	-0.6	-0.1	0.1	0.1	-0.2	0.5	0.2
LMPTP inh	-1.0	-2.3	-1.3	1.7	-1.6	-1.6	0.3	0.2
DNMT1 inh	4	3	7	0	0	7	-1	7
CendR NRP1 mod	-1	15	-9	22*	0	5	-14	96
Neddyl block	i	i	i	i	i	i	i	+
SUMO1 PPI mod	-8	6	2	-11	3	-3	1	9
NadD block	-7	0	-3	-1	4	1	-6	3
SKN-1 block	5	0	11	6	4	3	0	2

25) COc1cccc(CN(C)C(=O)c2cc(S(=O)(=O)NC3CCCCC3)ccc2C)c1
26) CC1CC(C)CN(C(=O)CN2C(=O)NC(c3ccccc3)(c3ccccc3)C2=O)C1 (stereo unspecified)
27) CC1=C(C(=O)N(C(C)C)C(C)C)CC(CC(=O)NCc2cccc3ccccc23)C(=O)N1CCCN1CCCC1=O (stereo unspecified)
28) COc1cc(O)c(C(CC(=O)N2CCCC2)c2cc(OC)c(OC)c(OC)c2)c(OC)c1 (stereo unspecified)
29) O=S(=O)(CCOc1ccccc1)c1nc2ccccc2[nH]1
30) CC1CCN(C(=O)c2[nH]cnc2C(=O)N[C@@H](Cc2ccccc2)C(=O)OC(C)(C)C)CC1
31) COc1cccc(CN2CCC(C)(Oc3cccc(Cl)c3)C2)c1OC (stereo unspecified)
32) COc1cccc(NC(=O)CSc2nc3ccccc3c(=O)n2C)c1

Assay by compound	25	26	27	28	29	30	31	32
STEP inh	3	2	1	-2	-2	2	-1	2
Scp-1 inhibitor	-5	-16	·	-4	-4	0	·	-6
TbMetRS inhib	-0.2	-0.2	-1.4	-0.1	-1.0	-0.6	-0.2	-0.8
LMPTP inh	1.0	1.3	1.1	-1.5	-1.5	-1.2	-2.7	0.2
DNMT1 inh	4	1	13	5	3	3	3	-2
CendR NRP1 mod	4	3	2	-4	2	9	-3	3
Neddyl block	i	i	i	i	i	i	i	i
SUMO1 PPI mod	3	-1	-2	7	0	0	-2	0
NadD block	-2	-3	-3	-2	-1	6	-5	2
SKN-1 block	-1	-18	4	11	8	-4	0	18

33) COc1ccc(NC(C)=O)cc1NC(C)C(=O)Nc1ccc(S(=O)(=O)N2CCCCC2)cc1 (stereo unspecified)
34) O=C(COC(=O)c1ccc2ccccc2n1)Nc1ncc(C(F)(F)F)cc1Cl
35) COc1ccc(CCNC(=S)NC(=O)c2c(-c3ccccc3Cl)noc2C)cc1OC
36) CCNC(=O)CN1C(=O)NC(CCc2ccccc2)C1=O (stereo unspecified)
37) CSc1ccc(/C=N/n2c(Cc3ccc(Br)cc3)n[nH]c2=S)cc1
38) CCOC(=O)C1=C(C)N(C)C(=O)NC1c1c(C)nn(-c2ccc(C)cc2)c1Cl (stereo unspecified)
39) O=C(O)C(Cc1ccc(O)c([N+](=O)[O-])c1)N1C(=O)c2ccccc2C1=O (stereo unspecified)
40) Cn1c(SCC(=O)NC2CC2)nnc1-c1cccc(NC(=O)c2ccccc2F)c1

Assay by compound	33	34	35	36	37	38	39	40
STEP inh	-1	-1	0	1	0	2	-1	0
Scp-1 inhibitor	5	-4	-23	13	16	-6	-5	-12
TbMetRS inhib	-0.4	-0.3	0.1	1.4	-0.9	-0.6	-0.3	0.1
LMPTP inh	-0.3	-0.6	3.6	0.0	1.1	-0.2	-6.0	-1.8
DNMT1 inh	-8	-4	-4	0	0	-2	10	0
CendR NRP1 mod	6	-3	7	1	-1	12	10	13
Neddyl block	i	i	i	i	i	i	i	i
SUMO1 PPI mod	0	-6	-1	2	-11	-2	-28	-19
NadD block	1	-4	-6	-5	7	-8	-1	-3
SKN-1 block	3	25	-2	-10	22	9	6	9

An excerpt from above, limited to NadD block.
cpd	Compound	NadD block
18	O=C(NC1CCCCC1)c1cc(-c2ccc(Cl)cc2)on1	0
19	CN1C(=O)C(CC#N)(C2(CC#N)C(=O)N(C)c3ccccc32)c2ccccc21 (stereo unspecified)	-3
20	CCOc1ccc(/C=C/C(=O)N(CC)CC(=O)Nc2c(F)cccc2F)cc1OC	-1
21	O=C(Nn1c(=O)[nH]c2ccccc2c1=O)c1ccco1	4
22	O=C(NC1CCCCCC1)C1c2ccccc2C(=O)N1C1CC1 (stereo unspecified)	1
23	Cn1c(=N)n(CC(O)c2ccccc2)c2ccccc21 (stereo unspecified)	-6

(continued)
41) O=C(CSCc1c(F)cccc1Cl)NCc1ccco1
42) CCc1ccccc1NC(=O)CSC1=C(C#N)C(c2ccc3c(c2)OCO3)C2=C(CCCC2=O)N1 (stereo unspecified)
43) CCOc1ccc(/C=C\c2nc(O)c([N+](=O)[O-])c(=O)[nH]2)cc1OCC
44) COc1ccc(-n2nc([N+](=O)[O-])c(=NCCC3=CCCCC3)n2O)cc1
45) Cc1cc(C)c2cc(C#N)c(N3CCCC3)nc2c1
46) CCOC(=O)c1ccc(NC(=O)c2ccc(CN3CCOCC3)cc2)cc1
47) CN1CCN(c2ncc3c(n2)CC(c2ccccc2F)CC3=O)CC1 (stereo unspecified)

Assay by compound	41	42	43	44	45	46	47
STEP inh	-3	2	1	0	0	-1	-3
Scp-1 inhibitor	13	-6	-7	-12	-2	-3	-5
TbMetRS inhib	-0.2	-1.3	-0.3	-0.6	-0.1	-0.3	0.1
LMPTP inh	0.3	1.2	-1.2	0.6	1.2	-0.5	-0.6
DNMT1 inh	1	-5	1	0	-11	0	1
CendR NRP1 mod	-4	8	-1	4	-15	-4	-15
Neddyl block	i	i	i	i	i	i	i
SUMO1 PPI mod	-1	-6	1	-35	1	-4	2
NadD block	3	15	1	-6	11	6	-2
SKN-1 block	-2	8	2	9	48*	4	-8
